# S100A4 inh HTS = S100A4-myosin IIA interaction inhibition | AID 652163 | inhibition, % at 10.7 µM | P26447 | 360,000 compounds, 0.14% hits | S100A4/TAMRA-MyoIIA peptide fluorescence polarization;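 active = mean inhibition of at least 70% across replicates, with every replicate also reaching that level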
# Target sequence (P26447 whole entry, looked up): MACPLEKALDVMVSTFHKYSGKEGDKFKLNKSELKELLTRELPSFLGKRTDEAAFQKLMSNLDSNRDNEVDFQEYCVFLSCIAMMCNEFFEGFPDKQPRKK
#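 incubation = readout 5 min after mixing, signal stable up to 60 min | system = S100A4 monomer protein | buffer or medium = HEPES pH 7.2 with CaCl2, KCl, NaCl, DTT, Triton | benchmarks = neutral control DMSO, positive control TFP | also added = fluorescent myosin IIA peptide, 5 nM | compound dosing = one concentration per compound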
# Xi reactivation = reactivates the inactive X chromosome in mouse fibroblasts; activation, % at 7.58 µM; 360,000 compounds, 0.055% hits; XiGFP mouse fibroblasts, % GFP-positive cells imaging, 3 d; cells co-treated with 5-aza-dC sensitizer; scaled so ellipticine positive control = 100%;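 active = mean normalized replicate activation at least 10% and every replicate at or above 10%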;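 also: 0% = median of on-plate neutral control wells and 100% = ellipticine 6 µM median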
#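 Material: XiGFP fibroblasts, SV40-immortalized; Buffer or medium: DMEM containing 5-aza-dC; Compound dosing: single point; Times: 3 days compound exposure.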
# ERAP1 inh = ERAP1 (human) enzyme inhibition; Q9NZ08; inhibition, % at 10.7 µM; 340,000 compounds, 0.15% hits; recombinant ERAP1, Leu-AMC fluorescence, 60 min;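 active = mean replicate inhibition of at least 30%, or all replicates individually reaching that 30% level; inactive = mean below 30% and not every replicate reaching it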;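 also: 0% = neutral control wells and 100% = L-leucinethiol positive control wells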
# LGR2 inh = blocks bursicon-induced cAMP signaling via Drosophila LGR2 | HEK293 LGR2, CRE-luciferase, bursicon-stimulated, 4 h | 380,000 compounds, 0.35% hits | inhibition, % at 9.99 µM;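 active = drop in luminescence signal, shown as inhibition above about 50% in the replicate tests, limit read from the data, passing the limit was not always enough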;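 also: agonist challenge used bursicon conditioned medium at about half maximal strength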
# Statin myotox sup = protects C2C12 myotubes from simvastatin toxicity | ATP luminescence, 48 h; scaled: DMSO 0, geranylgeraniol control 100 | rescue of ATP level, % at 7.49 µM | 330,000 compounds, 0.78% hits | AID 602340;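 active = mean ATP rescue above about 67%, or every replicate alone reaching that limit, limit read from the data, passing the limit was not always enough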;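 also: myotubes were challenged with 10 µM simvastatin during compound exposure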
# SIRT5 block = inhibitors of human sirtuin-5 desuccinylase; Q9NXA8; Purified SirT5, succinyl-peptide AMC, trypsin-coupled fluorescence; inhibition, % at 15 µM; 330,000 compounds, 1.1% hits; AID 652115; in the data active = inhibition above about 15%
# Target sequence (Q9NXA8 whole entry, looked up): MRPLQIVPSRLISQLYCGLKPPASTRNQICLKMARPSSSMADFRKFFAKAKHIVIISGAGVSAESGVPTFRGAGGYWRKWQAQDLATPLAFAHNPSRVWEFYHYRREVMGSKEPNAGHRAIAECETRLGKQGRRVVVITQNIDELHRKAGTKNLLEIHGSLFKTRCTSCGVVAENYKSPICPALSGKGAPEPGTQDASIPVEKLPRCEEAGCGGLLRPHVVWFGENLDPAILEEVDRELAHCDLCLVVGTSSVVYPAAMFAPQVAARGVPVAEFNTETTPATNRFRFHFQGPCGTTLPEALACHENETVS
# PGC1a acetyl inh = PGC1a acetylation modulation, inhibitor mode | U2OS PGC1a acetylation, AlphaScreen anti-acetyl-lysine; with virally co-expressed GCN5 acetyltransferase | inhibition, % at 15.6 µM | 350,000 compounds, 0.17% hits | AID 651687;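 active = every replicate shows inhibition of at least 40%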;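 also: 0% = neutral control wells and 100% = positive control wells; some results beyond the cut were filed as inactive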
# Cneo AK release = causes C. neoformans cell lysis; adenylate kinase release luminescence, 4 h; normalised: neutral wells 0, clomiphene wells 100; lysis activity, % at 15 µM; 360,000 compounds, 0.2% hits; AID 651654;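 active = mean lysis activity across replicates of at least 80%, whatever share of replicates individually reach that level; inactive = mean lysis activity below 80%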
#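 Assay system: log-phase C. neoformans yeast / Quantity: yeast cell density of 5 × 10^6 cells/mL / Medium: fresh YPD growth medium / Compound: single dose / Timing: static 4 h at 37 °C with compound, 1 h detection / Measured by: adenylate kinase release luminescence / Read-out: lysis from increased AK signal / Benchmarks: Clomiphene as positive lysis control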
# * = called active by the depositor; · = no result given. A portion of the library (hit frequency here may not be typical).
SMILES,S100A4 inh HTS,Xi reactivation,ERAP1 inh,LGR2 inh,Statin myotox sup,SIRT5 block,PGC1a acetyl inh,Cneo AK release
CCN(C(=O)COC(=O)/C=C/c1ccc2c(c1)OCO2)c1c(N)n(Cc2ccccc2)c(=O)[nH]c1=O,-3,0.6,-1,-2,2,-1,-6,0
COC(=O)c1cn(CCNC(=O)Nc2ccccc2)nn1,1,·,-1,·,·,-1,5,-11
COc1cccc(CC(=O)N2CCN(C(=O)C(=O)c3cccc(C(F)(F)F)c3)CC2)c1,8,0.3,3,-2,·,·,·,·
CC1CCN(c2ccccc2NC(=S)NC(=O)C(C)(C)C)CC1,-1,0.0,-4,14,·,0,-24,·
COc1ccc(CN(C)C[C@H]2Oc3ccc(NS(=O)(=O)c4ccc(OC)cc4)cc3C(=O)N([C@H](C)CO)C[C@H]2C)cc1,-4,0.4,3,1,8,-3,-7,-1
CCC(=O)NCC(c1cccs1)S(=O)(=O)c1ccc(C)cc1 (stereo unspecified),1,0.0,-3,·,9,-1,-7,0
CC1(c2ccc([N+](=O)[O-])cc2)NC(=O)N(CC(=O)Nc2ccc(N3CCCCC3)cc2)C1=O (stereo unspecified),-1,0.0,0,12,-15,-1,·,·
CCCCCCC(C)NC(=S)Nc1cc(S(=O)(=O)N(C)C)ccc1C (stereo unspecified),·,0.4,·,0,-6,·,0,2
O=C(c1ccccc1)n1c(=O)c(F)cn(COCCBr)c1=O,-2,0.0,1,0,26,0,-4,0
C[C@@H]1COc2cccc(N3CCCC3)c2S(=O)(=O)N1,1,-0.1,-7,6,·,4,·,·

# In the list so far, these contain fluorine:
SMILES,S100A4 inh HTS,Xi reactivation,ERAP1 inh,LGR2 inh,Statin myotox sup,SIRT5 block,PGC1a acetyl inh,Cneo AK release
COc1cccc(CC(=O)N2CCN(C(=O)C(=O)c3cccc(C(F)(F)F)c3)CC2)c1,8,0.3,3,-2,·,·,·,·
O=C(c1ccccc1)n1c(=O)c(F)cn(COCCBr)c1=O,-2,0.0,1,0,26,0,-4,0

# New compounds follow:
SMILES,S100A4 inh HTS,Xi reactivation,ERAP1 inh,LGR2 inh,Statin myotox sup,SIRT5 block,PGC1a acetyl inh,Cneo AK release
O=C(C[C@@H]1CC[C@H](NC(=O)NC2CCCC2)[C@@H](CO)O1)NCc1ccc(F)cc1,6,-0.1,3,-15,-14,2,9,0
COc1ccc(-n2c(SCC(=O)NCC3CCCO3)nc3ccccc3c2=O)cc1Cl (stereo unspecified),-2,0.0,-12,14,13,-2,-2,0
Cc1ccc(OCC(O)CN2CC3(C)CC2CC(C)(C)C3)cc1 (stereo unspecified),1,0.4,-3,9,·,-4,·,·
Cc1ccc2cc3cc(C(=O)NCCCN4CCCC4)oc3nc2c1,-7,0.0,0,5,10,-25,-1,6
O=C(NC(=O)c1ccccc1)Nc1ccccc1O,-3,0.6,3,-12,-9,0,16,-4
COc1ccc(NC(=O)Nc2ccc(N3CCOCC3)c3nonc23)c(OC)c1,-4,0.1,-3,-3,·,-1,·,·
CCOC(=O)C1=C(CSc2n[nH]c(N)n2)NC(=O)NC1C (stereo unspecified),-6,·,-2,6,4,-3,·,1
Cc1ccc(NC(=O)c2ccc(F)cc2F)cc1,13,-0.1,0,-34,8,·,3,-2
C[C@H](CO)N1C[C@H](C)[C@@H](CN(C)C(=O)Nc2ccc(C(F)(F)F)cc2)Oc2ccc(NS(=O)(=O)c3cccs3)cc2CC1=O,-2,-0.1,0,9,-10,6,3,0
Cc1ccnn1-c1ccc(C(=O)OCC(=O)Nc2ccc(F)cc2)cc1,3,0.1,3,-15,·,-2,·,·

# 3 entries out of the list above, arranged by their value in PGC1a acetyl inh, lowest first:
mol	PGC1a acetyl inh
COc1ccc(CN(C)C[C@H]2Oc3ccc(NS(=O)(=O)c4ccc(OC)cc4)cc3C(=O)N([C@H](C)CO)C[C@H]2C)cc1	-7
CCCCCCC(C)NC(=S)Nc1cc(S(=O)(=O)N(C)C)ccc1C (stereo unspecified)	0
Cc1ccc(NC(=O)c2ccc(F)cc2F)cc1	3

# Remaining list, next part
SMILES,S100A4 inh HTS,Xi reactivation,ERAP1 inh,LGR2 inh,Statin myotox sup,SIRT5 block,PGC1a acetyl inh,Cneo AK release
CC1(C)CC(=O)C(C=NCCN2CCN(CC(=O)Nc3ccc(F)cc3)CC2)=C(O)C1,-5,0.0,·,1,·,-2,·,·
CC(C)C(N)c1csc(Nc2ccc(C(F)(F)F)cn2)n1 (stereo unspecified),-4,0.0,3,·,-7,-1,-1,4
CC(C)C[C@@H](CC#N)N1CCN(Cc2ccccc2)CCC1=O,-8,0.0,-1,4,3,·,13,0
CCOC(=O)c1ccc(C(=O)NNC(=O)C2CC=CCC2)cc1 (stereo unspecified),-3,0.1,·,7,·,-1,-7,-1
O=C1NC(CCc2ccccc2)C(=O)N1CCOc1cccc(Br)c1 (stereo unspecified),-2,0.0,-1,-15,-3,-3,2,2
C=CCN(c1ccc(C(=O)N2CCCC2)cc1)S(C)(=O)=O,·,·,·,-9,31,·,-10,-17
COc1cccc(NC(=S)N(C)C2CCN(C)CC2)c1,0,-0.1,-1,11,6,0,6,1
CC1(C)Cc2c(cnn2-c2cccc(F)c2)C(NC(=O)CN2CCCC2=O)C1 (stereo unspecified),2,0.1,-2,-24,-3,-5,-3,3
C[C@@H]1CCCCO[C@@H](CN(C)S(=O)(=O)c2ccc(F)cc2)[C@@H](C)CN([C@@H](C)CO)C(=O)c2cc(NC(=O)Cc3ccccc3)ccc2O1,·,0.2,·,2,11,·,3,50
COc1ccc(CN(C)C[C@@H]2Oc3ccc(NC(=O)c4ccncc4)cc3C(=O)N([C@@H](C)CO)C[C@H]2C)cc1,-3,-0.1,0,-12,-5,-5,4,-1
CO[C@@H]1CN(C)C(=O)c2ccc(NS(C)(=O)=O)cc2OC[C@H](C)N(Cc2ccccn2)C[C@H]1C,-6,0.0,-2,-7,·,-2,5,·
Nc1nonc1-n1nnc(C(=O)N/N=C/c2ccccc2F)c1CN1CCOCC1,-8,0.1,0,11,-2,·,2,-1
CC(=O)Nc1ccc(S(=O)(=O)N2CCC(C(=O)NCCC(=O)NCc3ccccc3)CC2)cc1,-5,0.4,0,3,0,-1,1,2
O=C(CNC(=O)c1ccc(Br)cc1)NCC(=O)OCC(=O)c1ccc(F)cc1,-4,0.0,-5,4,·,1,·,-3
CC1CCN(S(=O)(=O)c2ccc3c(c2)N(CC(=O)NCCCOC(C)C)C(=O)CO3)CC1,-6,0.0,0,3,4,-3,-7,-3
Fc1cccc(F)c1CN1CCN(c2ncccn2)CC1,·,·,·,-10,3,·,-2,5
Cn1ccnc1/C(=N\NC(=O)c1ccccc1)c1cccc([N+](=O)[O-])c1,-3,0.0,0,8,·,3,6,·
Oc1ccc(N2CCN(C(=S)NCc3ccccc3)CC2)cc1,-6,0.0,-3,-20,·,-6,2,·
C=C1C(=O)C2=CC1CCC(=O)C1(C)CCC(OC(C)=O)C(C)(C)C1CC2O (stereo unspecified),-2,0.6,-1,103*,·,0,·,·
CCOC1=C2[C@H](c3ccccc3)N(S(=O)(=O)c3ccc(C)cc3)C(C(C)(C)C)[C@H]2n2c(=O)n(-c3ccccc3)c(=O)n2C1 (stereo partly specified),4,-0.1,·,7,-13,-2,1,0
C[C@H](CO)N1C[C@H](C)[C@@H](CN(C)Cc2ccccc2C(F)(F)F)OCc2cn(nn2)CCCC1=O,-4,-0.6,2,8,17,-4,6,-8
Cc1cc(S(=O)(=O)N2CCCOC2CNC(=O)C(=O)NCCCN2CCOCC2)ccc1F (stereo unspecified),0,0.2,2,-7,2,-4,2,0
Cc1ccc2oc(-c3ccc(NC(=O)c4ccncc4)cc3O)nc2c1,7,0.0,-2,-73,·,-1,-20,·
CN1Cc2ccccc2CC1CNCc1c(C(=O)N2CCCC2)nc2ccccn12 (stereo unspecified),·,0.0,·,15,2,·,1,-5
Cc1oc(CSCCSCc2cc(C(=O)O)c(C)o2)cc1C(=O)O,6,-0.1,-2,8,17,0,4,-3
C[C@@H]1CN([C@@H](C)CO)C(=O)c2cc(NS(=O)(=O)c3cccs3)ccc2O[C@@H](C)CCCCO[C@H]1CN(C)S(=O)(=O)c1ccccc1,7,0.0,2,-8,·,0,-1,-9
Oc1ccccc1C=NCC(O)c1ccccc1 (stereo unspecified),-4,0.0,-2,2,·,-4,·,0
COc1ccc2cc(CN(Cc3ccco3)C(=S)NCC3CCCO3)c(=O)[nH]c2c1 (stereo unspecified),2,0.0,5,2,·,3,6,·
C[C@H](CO)N1C[C@H](C)[C@H](CN(C)C(=O)Nc2ccccc2F)Oc2ncc(/C=C/c3ccccc3)cc2C1=O,-48,-0.8,-2,2,24,-16,2,0
Cc1cc(C)cc(C(=O)NCC(=O)N2CCN(c3cccc(Cl)c3)CC2)c1,0,0.7,2,9,3,-2,·,0

# Compound profiles, as listed above:
# C[C@H](CO)N1C[C@H](C)[C@H](CN(C)C(=O)Nc2ccccc2F)Oc2ncc(/C=C/c3ccccc3)cc2C1=O reads S100A4 inh HTS: -48; Xi reactivation: -0.8; ERAP1 inh: -2; LGR2 inh: 2; Statin myotox sup: 24; SIRT5 block: -16; PGC1a acetyl inh: 2; Cneo AK release: 0
# C[C@@H]1CN([C@@H](C)CO)C(=O)c2cc(NS(=O)(=O)c3cccs3)ccc2O[C@@H](C)CCCCO[C@H]1CN(C)S(=O)(=O)c1ccccc1 reads S100A4 inh HTS: 7; Xi reactivation: 0.0; ERAP1 inh: 2; LGR2 inh: -8; Statin myotox sup: ·; SIRT5 block: 0; PGC1a acetyl inh: -1; Cneo AK release: -9
# Cc1cc(C)cc(C(=O)NCC(=O)N2CCN(c3cccc(Cl)c3)CC2)c1 reads S100A4 inh HTS: 0; Xi reactivation: 0.7; ERAP1 inh: 2; LGR2 inh: 9; Statin myotox sup: 3; SIRT5 block: -2; PGC1a acetyl inh: ·; Cneo AK release: 0

# Remaining list, next part
SMILES,S100A4 inh HTS,Xi reactivation,ERAP1 inh,LGR2 inh,Statin myotox sup,SIRT5 block,PGC1a acetyl inh,Cneo AK release
CC1CCN(C(=O)CSc2nnc3ccc(-c4cccnc4)nn23)CC1,0,0.0,1,3,-2,-2,0,1
COc1cccc(-c2nc(CS(=O)(=O)CC(=O)NC3CCCc4ccccc43)c(C)o2)c1 (stereo unspecified),2,-0.2,0,7,29,0,-11,1
COc1ccccc1C#Cc1ccc2c(c1)O[C@@H](CN(C)C(C)=O)[C@H](C)CN([C@H](C)CO)S2(=O)=O,-3,0.2,13,-11,7,-32,2,-8
CCC(=O)N1CCN(c2ccccc2NC(=O)COc2ccccc2Cl)CC1,1,·,1,-19,5,·,-4,1
OCC1(Cc2cccc(C(F)(F)F)c2)CCN(Cc2cc(F)cc(F)c2)CC1,2,-0.1,-2,-17,-6,-9,·,2
Cc1ccc(NC(=O)C2CCN(S(=O)(=O)c3ccc4ccccc4c3)CC2)nc1,-1,0.1,-10,-18,7,-3,·,0
CCc1c(-c2ccc(OC)cc2)ncn1Cc1cccc(-c2ccccc2)c1,0,0.0,-2,7,·,-1,·,·
CNC(=O)c1cc(S(=O)(=O)N2CC(C)OC(C)C2)ccc1N1CCCCC1 (stereo unspecified),1,0.3,2,-16,1,1,·,-5
